# VHR inh abs: blocks human VHR1 dual specificity phosphatase; AID 1654; actives 0.52% (n = 290,000); P51452; recombinant VHR phosphatase, pNPP absorbance; inhibition, % at 13.3 µM; in the data active means inhibition above about 50%; further: some compounds called inactive have numbers as strong as hits
# CCHF vOTU inh: CCHFV vOTU protease inhibition; Pep-AMC fluorescence; inhibition, % at 11.5 µM; actives 0.55% (n = 370,000); in the data active means inhibition above about 30%; further: 0% = vehicle wells with enzyme and 100% = no enzyme wells
# BH1578 lux ind: induces V. cholerae light production without autoinducers. V. cholerae BH1578 lux reporter, luminescence, 6 h. activation, % at 18.7 µM. actives 0.16% (n = 350,000); in the data active means activation mostly above about 9.7%, no sharp cut-off; inconclusive means no clear call, values can overlap the other calls; inactive means mostly below about 3.7%; further: not every result past the cut was called active; inactives centre near 0; reference of the scale not given here
# TcdB inh: blocks C. difficile toxin B glycohydrolase activity; inhibition, % at 9.99 µM; AID 652162; TcdB glycohydrolase enzymatic assay, plate reader; actives 0.24% (n = 350,000); P18177; in the data active means inhibition above about 10%
# Target sequence (P18177 whole entry, looked up): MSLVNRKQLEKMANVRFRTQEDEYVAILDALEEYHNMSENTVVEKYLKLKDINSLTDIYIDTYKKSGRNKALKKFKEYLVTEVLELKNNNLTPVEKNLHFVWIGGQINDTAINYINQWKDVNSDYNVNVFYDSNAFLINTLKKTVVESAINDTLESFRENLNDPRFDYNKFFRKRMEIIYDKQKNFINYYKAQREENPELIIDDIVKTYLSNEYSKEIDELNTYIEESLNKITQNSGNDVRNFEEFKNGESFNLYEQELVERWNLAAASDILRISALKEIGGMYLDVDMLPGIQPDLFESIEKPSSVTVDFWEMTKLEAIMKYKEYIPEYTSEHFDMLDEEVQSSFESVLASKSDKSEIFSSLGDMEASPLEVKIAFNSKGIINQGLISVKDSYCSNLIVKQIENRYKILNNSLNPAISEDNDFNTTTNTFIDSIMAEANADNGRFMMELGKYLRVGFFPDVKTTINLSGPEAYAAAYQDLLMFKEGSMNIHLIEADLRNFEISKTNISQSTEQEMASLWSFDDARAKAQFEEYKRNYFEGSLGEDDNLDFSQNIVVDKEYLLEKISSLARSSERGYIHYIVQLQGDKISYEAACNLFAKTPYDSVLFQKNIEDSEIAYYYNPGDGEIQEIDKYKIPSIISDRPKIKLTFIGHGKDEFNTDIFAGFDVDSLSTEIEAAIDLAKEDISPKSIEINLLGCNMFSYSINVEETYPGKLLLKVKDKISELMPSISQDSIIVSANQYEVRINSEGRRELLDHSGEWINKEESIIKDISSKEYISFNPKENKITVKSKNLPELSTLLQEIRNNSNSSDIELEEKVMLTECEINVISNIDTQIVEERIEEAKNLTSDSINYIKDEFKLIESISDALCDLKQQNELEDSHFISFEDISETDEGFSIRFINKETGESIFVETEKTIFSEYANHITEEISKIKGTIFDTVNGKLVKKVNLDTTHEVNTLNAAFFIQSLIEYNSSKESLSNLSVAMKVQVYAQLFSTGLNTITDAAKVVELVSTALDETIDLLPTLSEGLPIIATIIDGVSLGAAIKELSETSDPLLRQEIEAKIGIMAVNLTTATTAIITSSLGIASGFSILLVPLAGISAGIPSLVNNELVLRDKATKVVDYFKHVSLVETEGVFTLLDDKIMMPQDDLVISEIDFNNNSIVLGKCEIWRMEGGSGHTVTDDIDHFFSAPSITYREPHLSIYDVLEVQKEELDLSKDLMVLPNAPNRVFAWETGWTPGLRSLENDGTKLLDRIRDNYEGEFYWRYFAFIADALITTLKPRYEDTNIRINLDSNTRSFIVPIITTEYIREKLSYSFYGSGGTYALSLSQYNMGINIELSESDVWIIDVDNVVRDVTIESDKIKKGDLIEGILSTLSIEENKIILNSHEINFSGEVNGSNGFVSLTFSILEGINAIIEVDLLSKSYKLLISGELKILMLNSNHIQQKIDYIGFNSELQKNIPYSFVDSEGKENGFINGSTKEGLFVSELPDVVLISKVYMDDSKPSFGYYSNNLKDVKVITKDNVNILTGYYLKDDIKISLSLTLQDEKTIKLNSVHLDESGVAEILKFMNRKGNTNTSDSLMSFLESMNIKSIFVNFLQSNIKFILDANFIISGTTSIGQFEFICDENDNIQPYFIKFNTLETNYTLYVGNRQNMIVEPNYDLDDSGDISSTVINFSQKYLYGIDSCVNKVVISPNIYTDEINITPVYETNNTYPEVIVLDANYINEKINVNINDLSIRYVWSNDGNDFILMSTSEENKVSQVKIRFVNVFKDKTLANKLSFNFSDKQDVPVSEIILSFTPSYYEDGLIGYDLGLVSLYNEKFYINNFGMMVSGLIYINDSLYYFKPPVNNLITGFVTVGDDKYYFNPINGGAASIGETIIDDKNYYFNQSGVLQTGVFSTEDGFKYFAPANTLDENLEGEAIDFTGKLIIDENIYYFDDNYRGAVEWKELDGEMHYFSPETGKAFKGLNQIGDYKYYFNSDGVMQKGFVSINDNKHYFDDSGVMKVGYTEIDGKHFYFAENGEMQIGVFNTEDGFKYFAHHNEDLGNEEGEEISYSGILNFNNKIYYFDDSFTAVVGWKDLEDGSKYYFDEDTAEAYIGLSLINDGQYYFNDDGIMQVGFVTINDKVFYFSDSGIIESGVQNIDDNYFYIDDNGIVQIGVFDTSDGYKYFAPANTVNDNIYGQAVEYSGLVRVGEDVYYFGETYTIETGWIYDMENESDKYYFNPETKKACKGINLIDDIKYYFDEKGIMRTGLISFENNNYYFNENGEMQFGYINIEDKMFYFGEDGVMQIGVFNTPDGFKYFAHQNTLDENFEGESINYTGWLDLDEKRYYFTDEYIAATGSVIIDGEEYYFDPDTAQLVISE
# SARS 3CLpro inh: SARS-CoV 3CLpro protease inhibition. P0C6X7. recombinant SARS-CoV 3CLpro, quenched FRET peptide cleavage. actives 0.14% (n = 290,000). inhibition, % at 6 µM; in the data active means inhibition above about 12%
# SSB-PriA inh: inhibitors of Klebsiella pneumoniae PriA binding to SSB C-terminal tail; AlphaScreen SSBct-PriA binding, biotinylated peptide; inhibition, % at 33 µM; actives 0.6% (n = 430,000); in the data active means inhibition mostly above about 37%, no sharp cut-off; inactive means mostly below about 20%;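 further: plate controls were negative control peptide for no effect and reference peptide for full effect; strong numbers were not always called active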
# Anthrax LF prot: inhibitors of Bacillus anthracis lethal factor protease; inhibition, % at 10 µM; P15917; multiplex microsphere protease cleavage assay, LF; actives 0.12% (n = 360,000); further: plate controls were buffer without enzyme for full effect and enzyme alone for no effect
# BoNT-A LC inh2: blocks Botulinum neurotoxin A light chain protease. actives 0.17% (n = 360,000). multiplex microsphere protease substrate cleavage, flow cytometry. inhibition, % at 10 µM; further: plate controls were buffer without enzyme for full effect and enzyme alone for no effect
# Y pestis TopoI: Y. pestis Topo-I inhibition via cleavage products | Y. pestis Topo-I cleavage product accumulation, plate reader | activity, % at 10 µM | actives 0.064% (n = 360,000) | AID 504884; in the data active means activity above about 50%, passing the limit was not always enough; inconclusive means no clear call, values can overlap the other calls; further: inactives centre near 2
# PfHsp40 rescue: rescue of PfHsp40-mediated yeast toxicity; S. cerevisiae expressing PfHsp40, growth rescue, ATP luminescence; growth rescue, % at 12.5 µM; actives 0.68% (n = 340,000); AID 504582; in the data active means growth rescue above about 28%, passing the limit was not always enough; inconclusive means no clear call, values can overlap the other calls;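 further: yeast W303a lacking pdr1 and pdr3 grown in galactose medium; growth measured after three days at 30 °C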
# Numbers without * were called inactive; i = inactive; u = inconclusive; x = no result given. Unless noted, no stated cut-off is given here; in the data, active means inhibition above about 30%; inconclusive means no clear call, values can overlap the other calls; inactive means below that. Some of the compounds tested; the hit share may differ from the screen's.
cpd	SMILES	VHR inh abs	CCHF vOTU inh	BH1578 lux ind	TcdB inh	SARS 3CLpro inh
1	COc1ccc(Cl)cc1NC(=O)Cn1c(=O)oc2ccccc21	24.0	-11.8	i	0.6	-2.0
2	CC(C)(C)c1ccc(-c2ccc3c(c2)S(=O)(=O)c2ccccc2C3=O)cc1	x	-1.5	-1.1	x	x
3	COc1cc(OC)cc(-c2c(Sc3ccccc3)c3cc(-c4ccc5c(c4)OCCO5)ccc3n2C)c1	x	-4.6	x	1.1	x
4	CCn1nc(NC(=O)COC)c2cc3cccc(C)c3nc21	14.6	-25.9	i	1.3	2.4
5	COc1ccc(N2CCN(S(=O)(=O)c3ccc(Cl)s3)CC2)cc1	-10.1	-16.0	i	0.8	-3.7
6	CCn1c(SCC(=O)N2CCCCC2)nc2c1c(=O)n(C)c(=O)n2C	-19.2	-6.0	-0.3	0.7	-4.6
7	CC(Sc1nc(N)cc(=O)[nH]1)C(=O)Nc1sc2c(c1C#N)CCCC2 (stereo not drawn)	22.5	-4.6	-0.4	0.6	-2.7
8	Oc1cccc(/C=N/N=C/c2cccc(O)c2O)c1O	-3.8	8.9	-0.4	0.8	-3.9
9	CCCCNc1nc(Cl)nc(Nc2ccc(C)cc2)n1	x	-5.7	i	1.5	x
10	CSc1nc2[nH]ncc2c(=O)[nH]1	-2.7	2.4	0.6	1.7	0.7
11	CCOC(=O)CSc1nc2cc(C(=O)OC)ccc2c(=O)n1CCN1CCOCC1	23.7	3.6	i	0.3	-3.5
12	COc1ccccc1-n1cc(-c2ccccc2)c2c(=S)nc[nH]c21	17.8	3.0	-0.4	5.2	-2.3

cpd	SSB-PriA inh	Anthrax LF prot	BoNT-A LC inh2	Y pestis TopoI	PfHsp40 rescue
1	3.4	-1.0	-5.1	-5.3	-1.1
2	0.2	-1.0	0.5	3.0	-0.3
3	x	-7.5	-0.9	x	x
4	-46.3	3.7	0.6	10.7	-1.6
5	-12.3	-3.5	-0.6	-0.3	0.3
6	-10.5	1.0	-0.3	5.1	-0.9
7	-15.4	-11.4	0.1	3.0	-0.9
8	x	-2.7	-3.5	-4.0	-0.8
9	-3.2	-3.2	-0.8	5.9	x
10	-11.5	0.0	0.1	-8.0	-1.3
11	-19.2	-17.1	0.3	2.4	0.5
12	41.4*	-0.5	0.8	14.9	3.2

# Following part:
cpd	SMILES	VHR inh abs	CCHF vOTU inh	BH1578 lux ind	TcdB inh	SARS 3CLpro inh
13	CC1CCN(CC(=O)Nc2ccc3c(c2)OCO3)CC1	x	0.5	-2.1	0.9	x
14	Cc1ccc(/C=N/NC(=O)CNC(=O)COc2ccccc2)cc1	10.2	-6.8	-0.6	0.0	4.2
15	Clc1cccc(C2=NOC(c3nnc(-c4ccccc4)o3)C2)c1 (stereo not drawn)	-12.6	1.2	i	1.4	x
16	CNC(=O)C12CC3CC(C1)CC(c1ccc(C)cc1)(C3)C2	9.8	2.3	-0.3	2.2	0.4
17	COc1ccc(N(CC(=O)NC2CC3CCC2C3)S(=O)(=O)c2ccccc2)cc1Cl (stereo not drawn)	3.6	6.7	-0.2	1.0	1.2
18	CCNC(=S)N/N=C/c1sc(N2CCCCC2)nc1-c1cccs1	-8.5	-1.3	-0.2	x	-4.4
19	COc1cc2[nH]c3c(c2cc1OC)CCN1CCCC[C@@H]31	x	-8.6	-0.4	1.3	x
20	O=C(Nc1ccccc1N1CCOCC1)c1ccc([N+](=O)[O-])o1	-3.0	-2.8	1.4	-0.2	-4.0
21	CN1OC[C@@H]2CN(C(=O)C(C)(C)C)[C@H](c3cccc(-c4ccccc4)c3)C[C@@H]21	x	-3.0	i	0.8	x
22	CCC(C)(C)NC(=O)CN(C(=O)c1snc(C(N)=O)c1N)c1ccc2nc(C)sc2c1	13.9	-3.9	i	-0.3	3.4
23	O=C(NCCC1=CCCCC1)C(c1ccccc1)c1ccccc1	17.2	19.5	-1.4	x	1.4
24	COc1ccccc1CN1C(=O)[C@@H]2Cc3c([nH]c4ccccc34)C(C)(C)N2C1=O	x	-8.6	-11.1	1.0	x

cpd	SSB-PriA inh	Anthrax LF prot	BoNT-A LC inh2	Y pestis TopoI	PfHsp40 rescue
13	-0.2	-0.8	0.5	3.3	0.2
14	x	1.1	-0.2	10.1	0.8
15	-1.4	-6.3	0.2	28.0	-0.1
16	-3.5	-1.0	1.3	20.0	-0.3
17	-2.9	1.2	-3.6	17.2	0.1
18	x	u	u	-6.8	-1.1
19	2.5	-16.4	2.1	-2.7	-0.9
20	9.9	-7.5	0.7	2.7	-1.4
21	-12.6	-1.7	-0.6	6.2	0.9
22	3.4	-1.8	0.1	-11.4	0.8
23	-16.6	-5.7	0.3	6.9	-1.2
24	-9.7	-3.5	0.1	-9.1	0.6

# Next structures follow:
cpd	SMILES	VHR inh abs	CCHF vOTU inh	BH1578 lux ind	TcdB inh	SARS 3CLpro inh
25	O=C(C1CCN(S(=O)(=O)c2cccc3nsnc23)CC1)N1CCn2c1nc1ccccc12	22.8	x	i	x	-1.0
26	c1ccc(CNc2nc3ccccc3[nH]2)cc1	6.7	-2.7	-6.9	0.3	-4.1
27	CC(=O)N1CCc2cc(S(=O)(=O)CCC(=O)NCCc3ccccc3)ccc21	8.0	-6.3	-0.6	3.0	3.4
28	Cc1cc(C)n(C(=O)c2ccc([N+](=O)[O-])cc2N)n1	31.3	14.4	1.9	1.4	0.5
29	Cc1ccccc1-c1nnc(SCC(=O)NC2CCS(=O)(=O)C2)n1C (stereo not drawn)	x	-0.3	2.8	2.6	x
30	CC1CCN(c2ccc3nnc(CCC(=O)Nc4cccc(F)c4)n3n2)CC1	-12.2	9.4	i	2.6	4.1
31	CCOC(=O)c1c(NC(=O)/C=C/C(=O)O)sc(C)c1-c1ccc(Cl)cc1	5.2	18.8	-0.3	-2.3	-0.8
32	O=C(O)Cn1c(=O)c2c3c(sc2n(Cc2ccccc2)c1=O)CCCC3	x	5.2	-0.8	2.6	3.3
33	CCOC(=O)COc1ccc(S(=O)(=O)NCc2cccnc2)cc1	3.5	-26.1	7.1	0.7	0.3
34	COc1ccccc1C1=NOC(COc2ccc3c(C)cc(=O)oc3c2)C1 (stereo not drawn)	1.1	6.0	i	0.3	-7.1
35	COc1ccc(Br)cc1/C=N/n1nnnc1N	61.5	9.3	0.6	1.0	-3.7
36	O=C(CSc1nnc(C2COc3ccccc3O2)o1)N1CCCc2ccccc21 (stereo not drawn)	-5.1	8.0	0.5	x	-4.0

cpd	SSB-PriA inh	Anthrax LF prot	BoNT-A LC inh2	Y pestis TopoI	PfHsp40 rescue
25	-6.0	1.4	0.5	15.9	-0.1
26	-0.3	-4.2	-0.6	1.7	-0.1
27	-25.2	-0.3	-0.3	-1.3	-0.1
28	-6.7	-3.2	0.5	-0.8	9.6
29	-7.7	2.5	0.5	1.0	-0.7
30	1.4	-2.1	0.7	11.5	-0.3
31	3.3	-1.0	0.0	16.0	-0.2
32	4.8	2.9	-0.1	4.9	-0.5
33	-13.3	-1.7	-1.3	2.1	0.5
34	-7.9	u	-0.5	4.1	1.2
35	x	21.6	-0.4	4.3	-0.1
36	-28.7	3.1	0.4	0.2	3.7

# Random excerpt: two records from the list.
cpd	SMILES	VHR inh abs	CCHF vOTU inh	BH1578 lux ind	TcdB inh	SARS 3CLpro inh
29	Cc1ccccc1-c1nnc(SCC(=O)NC2CCS(=O)(=O)C2)n1C (stereo not drawn)	x	-0.3	2.8	2.6	x
10	CSc1nc2[nH]ncc2c(=O)[nH]1	-2.7	2.4	0.6	1.7	0.7

cpd	SSB-PriA inh	Anthrax LF prot	BoNT-A LC inh2	Y pestis TopoI	PfHsp40 rescue
29	-7.7	2.5	0.5	1.0	-0.7
10	-11.5	0.0	0.1	-8.0	-1.3

# Additional results
cpd	SMILES	VHR inh abs	CCHF vOTU inh	BH1578 lux ind	TcdB inh	SARS 3CLpro inh
37	Nc1ccc(Nc2ccccc2)c(Cl)c1	-7.1	-12.0	-7.1	2.6	2.0
38	CCOC(=O)COc1ccccc1/C=C1\NC(=O)NC1=O	7.6	-2.6	0.5	1.3	-2.1
39	CCOC(=O)N/N=C\C=C\c1ccc2c(c1)OCO2	4.0	-3.1	0.0	-1.1	-0.1
40	O=C(COC(=O)C1CCN(S(=O)(=O)c2cccs2)CC1)Nc1ccccc1Br	2.8	-2.7	-0.2	-0.2	0.8
41	O=C(COc1ccccc1)N1CCN=C1c1ccccc1	1.8	23.1	i	x	-2.9
42	O=S(=O)(c1ccc(F)cc1)N1CCN=C1SCc1cccc(F)c1	15.0	9.0	1.6	1.3	-2.7
43	CC(NC(=O)c1cc(-c2cccnc2)nc2ccc(Br)cc12)C1CCCO1 (stereo not drawn)	-9.1	-0.5	i	-3.1	0.6
44	O=C(COC(=O)/C=C/c1cccs1)NC(=O)Cc1ccccc1	-12.8	4.7	0.1	-0.9	-3.6
45	O=C(Cn1cnc2ccccc21)NCc1ccccc1	6.3	-5.6	i	x	3.1
46	CC(=O)Nc1ccc(S(=O)(=O)c2ccc(N)cc2)cc1N	31.5	15.3	1.0	0.0	-1.0
47	Cc1cc(OC(=O)c2cc(F)c(F)cc2Cl)nc(C)n1	32.9	-11.7	-0.3	x	2.8
48	O=CN1CCCN(C(=O)CC2C(=O)NCCN2Cc2cccc(Oc3ccccc3)c2)CC1 (stereo not drawn)	23.2	2.7	-0.4	-0.5	-2.9
49	COc1ccc(NS(=O)(=O)c2cc(NC(=O)c3ccc(Cl)cc3)ccc2N2CCOCC2)cc1	x	-3.8	-0.4	-0.2	x
50	CSCC(O)Cn1[nH]c(=O)c2cc(Cl)c(Cl)cc2c1=O (stereo not drawn)	-4.8	17.9	i	1.7	-1.3
51	NC(=O)c1ccccc1NC(=O)NC1CCCCC1	16.1	9.6	i	2.1	-3.8

cpd	SSB-PriA inh	Anthrax LF prot	BoNT-A LC inh2	Y pestis TopoI	PfHsp40 rescue
37	51.6*	-6.6	-0.9	11.7	0.2
38	x	2.2	-0.3	-6.2	-0.8
39	x	-2.1	-1.4	-3.2	-1.0
40	-14.3	1.6	-0.5	36.5	-0.9
41	-22.8	-3.9	-1.3	0.2	-0.9
42	-23.3	1.5	-3.3	5.2	1.6
43	9.6	-0.1	-5.1	10.9	-0.9
44	-11.8	-11.6	-1.0	0.7	-0.3
45	-13.6	-11.7	1.4	2.2	0.3
46	-3.0	-3.0	-0.4	2.2	0.3
47	-8.8	3.9	0.4	7.0	0.6
48	2.0	-1.4	-0.4	9.2	0.9
49	-1.5	-4.4	-0.7	12.1	0.7
50	-5.0	12.2	u	-10.2	0.7
51	-2.5	-3.3	u	-2.3	1.5

# In the list so far, these contain fluorine.
cpd	SMILES	VHR inh abs	CCHF vOTU inh	BH1578 lux ind	TcdB inh	SARS 3CLpro inh
30	CC1CCN(c2ccc3nnc(CCC(=O)Nc4cccc(F)c4)n3n2)CC1	-12.2	9.4	i	2.6	4.1
42	O=S(=O)(c1ccc(F)cc1)N1CCN=C1SCc1cccc(F)c1	15.0	9.0	1.6	1.3	-2.7
47	Cc1cc(OC(=O)c2cc(F)c(F)cc2Cl)nc(C)n1	32.9	-11.7	-0.3	x	2.8

cpd	SSB-PriA inh	Anthrax LF prot	BoNT-A LC inh2	Y pestis TopoI	PfHsp40 rescue
30	1.4	-2.1	0.7	11.5	-0.3
42	-23.3	1.5	-3.3	5.2	1.6
47	-8.8	3.9	0.4	7.0	0.6

# Screening results as filed in PubChem BioAssay.
